Screening results as filed in PubChem.
NCI-60 one-dose screen, 48 h, at 10 µM unless noted. Numbers give growth in % (100 = growth as untreated, 0 = no growth, -100 = all killed).
MDA-MB-231: MDA-MB-231 breast cancer | 81,000 tested, 5% active
K-562: K-562 leukemia. 78,000 tested, 7.4% active
SR: SR leukemia cells | 73,000 tested, 8.7% active
T-47D: T-47D breast cancer; 79,000 tested, 5% active
HS 578T: HS 578T breast cancer; 78,000 tested, 4.1% active; AID 1794788
BT-549: BT-549 breast cancer; 78,000 tested, 4.4% active
MCF7: MCF7 breast cancer | 82,000 tested, 6.3% active | AID 1794796
MDA-MB-468: MDA-MB-468 breast cancer; 78,000 tested, 8.5% active; AID 2202374
The depositor's hits bear a star; . = no result given; & = joins results of further samples. The calls were made as follows: active = growth percent below 10; inactive = the rest.

1) Cc1cc(C)cc(Nc2nccc(-c3c(-c4ccc(F)cc4)ncn3C3CCNCC3)n2)c1
2) CSc1nc(NCC(C)C)nc(NCC(C)C)n1
3) O=S(=O)(NC1c2ccccc2CC1O)c1ccc(Cl)cc1 (configuration not stated)
4) COC(=O)c1c2c(c[n+]([O-])c1C)C(=O)C=CC2=O
5) CN1CCC(Nc2ccc(C(=O)Nc3cc(-c4ccc5c(c4)OCO5)[nH]n3)cc2)CC1

Assay by compound,1,2,3,4,5
MDA-MB-231,7.4*,98.3,110.3,49.9,88.8
K-562,-33.3*,107.0,90.8,2.1*,48.3
SR,-31.0*,90.7,99.3,.,28.8
T-47D,15.2,86.3,104.4,-11.9*,63.9
HS 578T,24.3,98.6,99.8,86.3,53.2
BT-549,17.7,92.3,113.3,71.4,91.2
MCF7,-8.1*,101.9,101.1,-62.0*,49.5
MDA-MB-468,-29.9*,83.1,119.1,-17.2*,71.4

Brought forward from above: 4 compounds, followed by the next part.
2) CSc1nc(NCC(C)C)nc(NCC(C)C)n1
3) O=S(=O)(NC1c2ccccc2CC1O)c1ccc(Cl)cc1 (configuration not stated)
4) COC(=O)c1c2c(c[n+]([O-])c1C)C(=O)C=CC2=O
5) CN1CCC(Nc2ccc(C(=O)Nc3cc(-c4ccc5c(c4)OCO5)[nH]n3)cc2)CC1
6) Nc1[nH]n2cc(-c3ccc(Cl)cc3)nc2c1N=Nc1ccc(S(N)(=O)=O)cc1
7) Nc1c(O)ccc2ccccc12
8) O=c1c2cccc3c(NCCO)ccc(c32)c2nc3ccccc3n12
9) CCN(CC1CN(C(C)(C)c2ccc(OC)cc2)C1)C(=O)c1cc2ccccc2[nH]1
10) O=C(O)c1c[nH]c2ccc([N+](=O)[O-])cc2c1=O

Assay by compound,2,3,4,5,6,7,8,9,10
MDA-MB-231,98.3,110.3,49.9,88.8,94.4,85.2,81.5,70.7,107.3&98.0
K-562,107.0,90.8,2.1*,48.3,96.7,95.4,106.9,77.4,102.7
SR,90.7,99.3,.,28.8,72.5,94.6,.,90.8,95.7&96.7
T-47D,86.3,104.4,-11.9*,63.9,87.5,86.6,68.3,72.0,106.7
HS 578T,98.6,99.8,86.3,53.2,79.2,97.2,84.7,76.8,101.6&105.5
BT-549,92.3,113.3,71.4,91.2,66.3,103.8,87.1,93.8,109.2
MCF7,101.9,101.1,-62.0*,49.5,92.4,88.9,42.5,86.8,96.8&97.1
MDA-MB-468,83.1,119.1,-17.2*,71.4,85.3,102.6,18.9,91.6,127.0&112.8

11) O=C1NC2CSC(CCCCC(=O)ON3C(=O)CCC3=O)C2N1 (configuration not stated)
12) Cc1cn(C(C)C)c(=O)[nH]c1=O
13) COCCn1c(-c2ccccc2)cc2c1-c1oncc1CC2
14) O=c1[nH]c2nc(Br)[nH]c(=O)c2[nH]1
15) C=CN1C(=O)c2ccccc2C1=O

Assay by compound,11,12,13,14,15
MDA-MB-231,123.2,109.0,82.7,100.0,110.4
K-562,94.6,85.5,39.9,99.8,105.8
SR,101.5,79.9,43.1,95.9,93.9
T-47D,91.5,81.0,86.9,96.1,105.7
HS 578T,125.3,94.5,81.7,109.9,116.4
BT-549,105.6,92.0,82.0,130.2,.
MCF7,99.2,105.5,114.5,97.5,94.3
MDA-MB-468,102.4,111.4,112.8,112.3,105.9

16) N#CCCC(Cl)(Cl)Cl
17) COc1ccc(-c2cc(C(=O)Nc3nc4ccc(F)cc4s3)nc3cc(-c4ccccc4)nn23)cc1
18) Cc1[nH]c(/C=C/C(=O)c2ccc(C(F)(F)F)c(F)c2)c(C)c1C(=O)N1CCCCC1
19) CCn1c(O)c(N=NC(=O)c2ccc(S(N)(=O)=O)cc2)c2ccccc21
20) COc1cc(/C=C\c2cc(OC)c(OC)c(OC)c2)cc(N/C=C\C(=O)c2c[nH]c3ccccc23)c1OC

Assay by compound,16,17,18,19,20
MDA-MB-231,121.5,105.1,96.4&100.9,100.2,-12.0*
K-562,90.3,97.5,79.6&84.5,83.5,-9.4*
SR,79.7,78.5,84.6&89.2,112.0,-36.8*
T-47D,91.8,97.1,77.9&73.0,89.9,-5.6*
HS 578T,.,92.2,93.9&94.1,100.2,67.5
BT-549,91.4,127.5,100.8&94.5,85.4,41.2
MCF7,98.1,99.9,84.1&95.7,99.1,4.1*
MDA-MB-468,104.0,101.7,97.5&84.9,111.5,-55.8*

21) Cc1nnc(N2CCN(c3ccccc3)CC2)c2ccccc12
22) O=C(NC1C(O)OC(CO)C(O)C1O)NS(=O)(=O)c1ccc(CCNC(=O)c2cccc(Cl)c2)cc1 (configuration not stated)
23) COc1cccc(CC2(N3CCC(CN(CC(F)(F)F)C(=O)c4cc5ccccc5[nH]4)CC3)CC2)c1
24) COc1ccc(C=Nc2cc(C(C)C)c(O)cc2C)cc1S(=O)(=O)O
25) O=[N+]([O-])c1ccc2c(c1)Cc1cc(I)ccc1-2

Assay by compound,21,22,23,24,25
MDA-MB-231,127.5,102.9,70.6,109.6,102.4
K-562,115.9,103.3,41.7,102.7,95.6
SR,107.3,96.6,33.1,105.9,92.4
T-47D,90.5,115.9,37.5,.,105.0
HS 578T,105.1,111.2,85.0,97.5,100.6
BT-549,75.6,100.4,80.5,107.7,94.2
MCF7,96.7,95.0,43.6,98.8,85.0
MDA-MB-468,98.8,107.3,36.1,103.0,104.7

26) Cc1c(Cc2ccccc2)c(=O)oc2c(C)c(OCC(=O)NN3C(=O)c4ccccc4C3=O)ccc12
27) O=C(O)CCCCCCCCCCN1C(=O)CSC1=S
28) CCCCc1ccc(NC(=O)CSc2nnc(-c3ccccc3F)n2N)cc1
29) COc1ccc(NC(=O)N/N=c2\cc(C)c3ccc(O)cc3o2)cc1
30) CC[C@@H](C)/C=C(C)/C=C/C(O)=C1\C(=O)N[C@@H]([C@H](O)c2ccc(OC(=O)[C@@]34CC[C@@](C)(C(=O)O3)C4(C)C)cc2)C1=O

Assay by compound,26,27,28,29,30
MDA-MB-231,88.4,104.1,96.6,101.1,100.7
K-562,99.9,97.3,69.6,91.9,95.1
SR,90.1,97.1,55.6,90.8,78.6
T-47D,92.0,87.8,91.1,100.0,110.6
HS 578T,98.4,98.2,98.7,106.3,109.8
BT-549,102.4,108.0,104.0,90.9,94.4
MCF7,95.9,92.4,97.1,93.8,104.6
MDA-MB-468,108.9,95.7,.,94.2,116.8

31) CC(=O)O[C@H]1[C@H](CC#CC#CC[C@@H]2C[C@]3(C)[C@H]4CC=C5[C@H]6[C@@H](C)[C@H](C)CC[C@]6(C(=O)NCCCN6CCN(CCCN)CC6)CC[C@@]5(C)[C@]4(C)CC[C@H]3C(C)(C)[C@H]2OC(C)=O)C[C@]2(C)[C@H]3CC=C4[C@H]5[C@@H](C)[C@H](C)CC[C@]5(C(=O)NCCCN5CCN(CCCN)CC5)CC[C@@]4(C)[C@]3(C)CC[C@H]2C1(C)C
32) Cc1ccc(N=Cc2ccccc2O)cc1Cl
33) CCOC1CCCC(n2cnc3c(=S)nc[nH]c32)O1 (configuration not stated)
34) COc1ccc(OC)c(/C=C/c2nnc(Nc3ccc(Cl)cc3)o2)c1
35) CSc1nc(N)nc2c1ncn2C1OC(CO)C(O)C1O (configuration not stated)

Assay by compound,31,32,33,34,35
MDA-MB-231,113.4,101.7&105.6,108.3,70.9,96.7
K-562,96.7,99.4&97.6,103.0,80.6,99.6
SR,96.6,116.3&91.5,88.0,78.9,112.4
T-47D,.,99.3&108.2,110.8,-4.6*,97.7
HS 578T,110.4,106.5&112.9,92.1,6.9*,123.6
BT-549,111.7,99.3&94.6,.,97.4,92.7
MCF7,107.9,102.7&95.0,102.4,74.5,99.5
MDA-MB-468,76.9,92.7&98.4,106.4,66.0,106.2

36) N#CC1=C(N)n2nc(-c3ccccc3)nc2NC1c1ccc(Cl)cc1 (configuration not stated)
37) CS(=O)(=O)Nc1cc(-c2ccc3ncnc(Nc4ccc5c(cnn5Cc5ccccc5F)c4)c3c2)cnc1Cl
38) CSc1ncnc2[nH]ncc12
39) Cc1cccc(-c2nnc(SCC(=O)Nc3nccs3)n2N2C(=O)CSC2=S)c1
40) Nc1cccc(N)n1.[Cu+2]

Assay by compound,36,37,38,39,40
MDA-MB-231,98.5,36.1,117.0,97.0,111.4
K-562,108.9,57.3,104.4,104.9,93.7
SR,84.6,35.4,89.8,103.8,97.8
T-47D,78.9,-4.4*,108.2,96.5,96.6
HS 578T,90.6,8.0*,126.0,98.9,114.0
BT-549,98.9,14.6,101.3,106.3,110.1
MCF7,83.9,13.9,98.9,94.4,93.5
MDA-MB-468,97.0,.,114.2,99.9,102.6

41) CCN(CC)CCOCCOC(=O)C1(c2ccccc2)CCCC1
42) CC(=O)Oc1cccc(-n2c(O)c(C=Nc3cccnc3)sc2=S)c1
43) CCOC(=O)C(NC(C)=O)C(=O)OCC
44) COc1ccc(C2=NN(/C=C3\SC(=S)N(NC(=O)Cc4ccccc4Nc4c(Cl)cccc4Cl)C3=O)C(c3ccc(Cl)cc3)C2)cc1 (configuration not stated)
45) Cc1cccc[n+]1CC(=O)c1ccc2ccccc2c1

Assay by compound,41,42,43,44,45
MDA-MB-231,102.3,96.2,106.8,92.9,113.6
K-562,89.0,100.4,101.6,91.3,107.0
SR,101.6,102.0,109.9,83.4,116.0
T-47D,99.4,90.4,90.6,88.6,86.9
HS 578T,106.8,88.6,120.5,88.7,101.5
BT-549,103.5,88.9,.,103.2,94.4
MCF7,98.8,88.9,102.2,91.4,96.4
MDA-MB-468,101.4,89.5,109.6,.,100.1

46) Cc1ccc(N2CC(O)CSC2=Nc2ccccc2)cc1 (configuration not stated)
47) c1ccc(CCc2ccccn2)nc1
48) CN1CCN(CCNC(=O)Nc2ncccc2OCc2ccccc2Cl)CC1
49) C[C@]12CC[C@H]3[C@@H](CCC4=CC(=O)CC[C@@]43C)[C@@H]1CC[C@@H]2CN=[N+]=[N-]
50) CN(C)CCCN1c2ccccc2CCc2ccccc21

Assay by compound,46,47,48,49,50
MDA-MB-231,94.2,110.7,85.4,88.9,79.0
K-562,116.4,98.1,96.5,46.8,94.9
SR,110.9,92.1,94.8,37.5,.
T-47D,90.3,113.2,89.1,82.2,91.8
HS 578T,112.7,102.7,90.3,75.0,103.0
BT-549,75.3,.,92.5,65.8,95.8
MCF7,92.1,75.4,90.3,72.5,80.5
MDA-MB-468,88.5,94.7,80.0,60.6,39.6

51) COc1ccc(NC(=O)CNn2c(COc3ccccc3)nc3ccccc3c2=O)cc1
52) COc1ccc(-c2nn(Cc3cc(OC)c(OC)c(OC)c3)c3c2-c2oncc2CC3)cc1OC
53) Cc1cc(C)c(NC(=O)c2sc3nc4c(cc3c2N)CN(Cc2ccccc2)CC4)c(C)c1
54) F[Si](Cc1ccccc1)(Cc1ccccc1)Cc1ccccc1
55) CCOc1ccc(CN(C2CCS(=O)(=O)C2)S(=O)(=O)c2ncsc2-c2ccccc2)cc1 (configuration not stated)

Assay by compound,51,52,53,54,55
MDA-MB-231,88.6,68.0,44.0,92.9,99.5
K-562,107.0,.,9.6*,73.6,96.3
SR,93.4,.,10.1,79.1,94.9
T-47D,91.3,76.0,27.4,98.1,92.8
HS 578T,98.1,.,21.0,76.6,107.0
BT-549,121.7,90.8,52.2,115.1,121.3
MCF7,86.8,93.2,17.6,93.8,93.1
MDA-MB-468,118.9,81.9,14.0,.,122.6

56) COc1ccc(/C=N/NC(=O)c2c(N)nn(C)c2Nc2ccccc2)cc1Oc1ccccc1
57) Cc1[nH]c(C(=O)Nc2ccc(C(N)=O)cc2OC2CCCC2)c(Cl)c1Cl
58) Cc1cnc(NC(=O)CSc2nnc(-c3cccnc3SCc3ccccc3)o2)s1
59) CC/C(=N\NS(=O)(=O)c1ccc(C)cc1)c1ccccc1
60) NC(=O)c1cccc(-n2ccc3cc(NC(=O)c4ccc(N5CCOCC5)c(C(F)(F)F)c4)ccc32)n1

Assay by compound,56,57,58,59,60
MDA-MB-231,94.9,92.2,11.0,105.7,49.6
K-562,88.0,78.5,77.3,110.7,36.6
SR,87.8,43.6,67.9,122.0,26.5
T-47D,78.1,81.5,37.5,95.8,3.3*
HS 578T,93.6,84.7,86.2,110.2,14.0
BT-549,94.1,98.7,75.7,90.1,45.3
MCF7,75.3,79.2,62.8,96.7,57.1
MDA-MB-468,66.6,100.0,57.5,105.8,75.7

61) CCC(CC)NCCOC(=O)c1ccc([N+](=O)[O-])cc1
62) O=C(c1ccc(Br)cc1)C1C(c2ccc(Cl)cc2)C2CCCN2C12C(=O)Nc1ccccc12 (configuration not stated)
63) CN(C)CCOc1ccc(C(=C(c2ccccc2)C2CCCC2)c2ccc(OCCN(C)C)cc2)cc1
64) CC(=O)C1=C(C)NC(=O)NC1c1ccccc1 (configuration not stated)
65) Cc1noc(C)c1C(=O)OCc1coc2ccccc2c1=O

Assay by compound,61,62,63,64,65
MDA-MB-231,121.2,76.8,85.4,106.0,61.2
K-562,94.4,33.5,.,.,36.5
SR,121.5,46.7,.,92.3,45.3
T-47D,105.3,45.8,72.6,102.5,28.0
HS 578T,107.7,79.7,95.5,105.7,78.3
BT-549,.,92.0,147.7,119.2,69.2
MCF7,90.7,46.4,35.9,93.3,49.6
MDA-MB-468,85.5,82.1,74.9,108.0,24.5

66) COc1cc(-c2cc(-c3ccc(Nc4ncnc5cc(Cl)ccc45)cc3)nc(N3CCCC3)n2)cc(OC)c1OC
67) O=C1[C@H]2Cc3c([nH]c4ccccc34)[C@@H](c3c(Cl)cccc3Cl)N2C(=O)CN1C1CCN(CC2CCCCC2)CC1
68) O=c1ccc(=O)n(-c2nc(-c3cc4c(ccc5ccccc54)oc3=O)cs2)[nH]1
69) CCCNC(=O)Oc1ccc(/C(=C(/CC)Cc2ccccc2)c2ccc(OCCN(CC)CC)cc2)cc1
70) CN(C)c1ccc(-c2nc(N3CCOCC3)c3c4c(sc3n2)CCCC4)cc1

Assay by compound,66,67,68,69,70
MDA-MB-231,89.2,75.0,99.5,60.8,93.0
K-562,90.5,9.8*,98.1,-31.9*,101.2
SR,99.1,0.0*,104.7,-28.6*,95.6
T-47D,84.7,94.0,85.6,34.1,56.8
HS 578T,85.5,73.5,97.7,59.0,.
BT-549,87.6,96.5,100.7,97.4,94.5
MCF7,94.4,51.9,85.5,26.3,85.8
MDA-MB-468,98.6,80.5,104.9,68.6,101.6
